TAAR1 ag – human TAAR1 agonism | Q96RJ0 | 360,000 tested, 0.99% active | AID 624467 | CHO RD-HGA16 TAAR1, Fluo-8 calcium fluorescence; vehicle wells 0%, saturating PEA agonist 100% | activation, % at 3 µM;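 active = activation above the mean activation of all test compounds in the run plus 3 SD, cut at about 38% in these data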
Target sequence (Q96RJ0 whole entry, looked up): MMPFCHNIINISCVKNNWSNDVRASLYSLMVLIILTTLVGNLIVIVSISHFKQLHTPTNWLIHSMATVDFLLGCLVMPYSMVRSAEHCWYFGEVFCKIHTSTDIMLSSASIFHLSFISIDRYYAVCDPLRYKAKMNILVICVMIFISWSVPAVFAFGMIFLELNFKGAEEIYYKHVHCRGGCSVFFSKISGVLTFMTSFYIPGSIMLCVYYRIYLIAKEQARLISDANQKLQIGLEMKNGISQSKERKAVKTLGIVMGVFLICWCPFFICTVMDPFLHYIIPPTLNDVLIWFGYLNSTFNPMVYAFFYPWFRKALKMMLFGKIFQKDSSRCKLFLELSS
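test system = CHO RD-HGA16 cells carrying human TAAR1 plus Gα16 | schedule = 17-24 h seeding, 75 min 37 °C dye, 30 min RT | compound dosing = 3 µM single concentration | control set = DMSO and PEA EC100 | replicates = n 1 | signal = Fluo-8 fluorescence, 5 s baseline then 140 s kinetic read | measure = percent activation vs PEA EC100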
M1 ag – human M1 muscarinic receptor agonism; 360,000 tested, 0.33% active; P11229; activation, % at 3 µM; AID 588814; CHO-K1 hM1, Fluo-8 calcium fluorescence, agonist mode; 0% DMSO, 100% acetylcholine EC100;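 active = activation above the run's mean compound activation plus 3 SD, cut at about 16% in these data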;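 also: peak over basal fluorescence ratio within a 140 s kinetic read after compound addition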
Target sequence (P11229 whole entry, looked up): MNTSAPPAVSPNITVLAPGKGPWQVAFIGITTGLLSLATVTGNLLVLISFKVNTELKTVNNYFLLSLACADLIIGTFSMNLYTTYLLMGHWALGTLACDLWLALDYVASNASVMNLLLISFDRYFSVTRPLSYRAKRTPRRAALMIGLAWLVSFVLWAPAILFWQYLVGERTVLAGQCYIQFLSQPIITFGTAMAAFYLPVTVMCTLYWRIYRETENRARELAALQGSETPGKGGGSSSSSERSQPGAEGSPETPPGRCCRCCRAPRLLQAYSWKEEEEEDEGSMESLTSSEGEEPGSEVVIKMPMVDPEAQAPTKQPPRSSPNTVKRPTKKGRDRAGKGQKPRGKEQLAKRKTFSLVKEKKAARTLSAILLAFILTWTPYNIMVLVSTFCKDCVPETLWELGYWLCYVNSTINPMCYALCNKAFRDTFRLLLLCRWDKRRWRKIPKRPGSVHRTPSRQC
TAAR1 antag – antagonists of human TAAR1 | inhibition, % at 3 µM | 360,000 tested, 1.5% active | CHO RD-HGA16 TAAR1, Fluo-8 calcium fluorescence, antagonist | Q96RJ0;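 active = inhibition above a per-plate cutoff, the mean inhibition of test compounds on that plate plus 3 SD, cut at about 49% in these data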;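 also: 0% = DMSO plus EC80 beta-PEA response and 100% = DMSO alone without agonist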
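Test system: hTAAR1-expressing CHO RD-HGA16 cells, Gα16-coupled; Probe or stimulus: EC80 β-phenethylamine stimulus; Compound dosing: single nominal final test compound concentration of 3 µM; Timing: 140 s kinetic read after compound, 140 s after agonist; Signal: Fluo-8 calcium-sensitive fluorescence; Measure: % inhibition of agonist calcium response; Controls: DMSO and EC80 PEA controls.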
CHO-K1 Ca PAM – counter-screen for M1 PAMs: effect in parental CHO-K1 cells; ATP EC20, Fluo-8 calcium fluorescence; 0% at ATP EC20, 100% at ATP max; activation, % at 3 µM; 360,000 tested, 0.02% active; AID 602247;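 active = activation above the run cutoff, the mean activation of all test compounds plus 3 SD, cut at about 40% in these data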;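 also: peak over basal fluorescence ratio in a 140 s read after ATP addition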
OXTR potentiate – potentiates the human oxytocin receptor response; activation, % at 3 µM; CHO-OTR cells, Fluo-8 calcium fluorescence, potentiator mode; 0% = oxytocin EC15, 100% = EC100; AID 2445; 320,000 tested, 0.061% active;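 active = activation above that plate's cutoff, the mean activation of tested compounds plus 3 SD, cut at about 6.6% in these data, passing the limit was not always enough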;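 also: 100% uses oxytocin at 75 nM as the full agonist control; some results filed as inactive read as strong as hits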
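Material: CHO-OTR cells, human receptor; compound dosing: single dose, 3.0 µM nominal final compound concentration; schedule: 6 min compound pre-incubation at room temperature, 100 s kinetic read; measured by: kinetic Fluo-8 calcium fluorescence; read-out basis: % activation vs EC15 and EC100 oxytocin; controls: EC15 oxytocin alone as 0%, 75 nM oxytocin as 100%; replicates: singlicate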
CHO-K1 Ca ag – M1 agonist counterscreen hit in parental CHO-K1 cells; Fluo-8 calcium fluorescence; scaled to maximal ATP response, vehicle zero; activation, % at 3 µM; 360,000 tested, 0.48% active; in the data active = activation above about 15%;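 also: untransfected CHO-K1 host cells lacking M1 receptor as counterscreen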
CHO parental Ca – counter-screen: ATP calcium response change in parental CHO cells; parental CHO-K1, ATP-induced calcium, Fluo-8 fluorescence; inhibition, % at 5.6 µM; 330,000 tested, 0.63% active; AID 463079;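 active = inhibition above that plate's mean sample inhibition plus 3 SD, cut at about 26% in these data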;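 also: 0% = ATP-challenged DMSO wells and 100% = DMSO wells without ATP; some compounds past the cut are filed as inactive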
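test system = CHO parental line | reagent = ATP stimulus | measured by = intracellular calcium via Fluo-8 no-wash fluorescent dye | control set = ATP and no-ATP DMSO wells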
CHO-K1 Ca antag – counter-screen for M1 antagonists: effect in parental CHO-K1 cells. 360,000 tested, 0.6% active. ATP-induced calcium, Fluo-8 fluorescence. AID 602250. inhibition, % at 3 µM;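 active = inhibition above a per-plate cutoff, the plate's mean sample inhibition plus 3 SD, cut at about 24% in these data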;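 also: 0% = DMSO plus EC80 ATP and 100% = DMSO alone without ATP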
V1R ag counter – activates human V1a receptor in oxytocin agonist counter-screen | 320,000 tested, 0.25% active | CHO-V1R cells, Fluo-8 calcium fluorescence, agonist mode; 0% DMSO, 100% 3 nM vasopressin | P37288 | activation, % at 3 µM;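 active = activation above the mean activation of all tested compounds plus 3 SD, per screening run, cut at about 20% in these data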;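 also: signal is peak over basal fluorescence ratio across a 100 second FLIPR read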
An asterisk follows results filed as active; / = no result given. Compounds as they come. Share with any hit: about 3.3%.

SMILES	TAAR1 ag	M1 ag	TAAR1 antag	CHO-K1 Ca PAM	OXTR potentiate	CHO-K1 Ca ag	CHO parental Ca	CHO-K1 Ca antag	V1R ag counter
O=c1c[n+]([O-])c2ccccc2n1OCc1c(F)cccc1F	3	-2	3	17	-4	1.0	-9	-4	0.3
CCN1C(=O)[C@H]2[C@@H](c3ccc(-c4ccc(F)cc4)c(OC)c3)N[C@@](C)(C(=O)OC)[C@H]2C1=O	1	-5	10	-25	7	-1.0	-19	23	0.6
COc1ccc(C(=O)OCC(=O)c2ccc(C)c(S(=O)(=O)N3CCOCC3)c2)cc1OC	14	5	48	-8	-7	16*	32	21	14
CN(CC(=O)Nc1cc(S(=O)(=O)N2CCCC2)ccc1Cl)Cc1cccs1	1	3	-25	-4	-7	2.1	5	1	-0.6
O=C(CSc1ccc2nnc(-c3ccccc3)n2n1)N1CCCCC1	1	-3	-14	-3	-2	0.1	-9	-1	0.4
CCn1c(=O)cc(SCC(=O)N2CCN(c3ccccc3OC)CC2)c2ccccc21	15	-2	10	9	-3	7.2	-11	-10	3.5
COc1ccc(N2CCN(c3cc(C(=O)Nc4cc(OC)c(OC)c(OC)c4)ncn3)CC2)cc1OC	6	-1	10	6	/	3.4	/	-18	/
C=COCCNC(=O)C(=O)NCC(C)C	7	-1	3	6	-8	-0.1	-4	-4	1.2
Cc1cc(=O)[nH]c(SCC(=O)N2CCN(C(c3ccccc3)c3ccccc3)CC2)n1	6	-5	2	3	-9	0.5	-12	-8	-0.5
COc1cc(S(=O)(=O)N(CCc2ccccc2)Cc2cccs2)ccc1-n1cnnn1	1	-6	25	-6	-13	-0.1	14	14	2.1
Cc1cc(C)cc(NC(=O)Cn2c(=O)oc3cc(S(=O)(=O)N4CC(C)CC(C)C4)ccc32)c1 (stereo unspecified)	0	-4	-3	16	0	0.8	-15	-5	0.4
CCSCc1nnc(SCC(=O)c2ccc(OC)cc2)n1C	9	-5	-3	15	7	0.6	-19	2	-0.1
Cc1ccc(S(=O)(=O)CCN2C=CC(C(F)(F)F)=NCC2)cc1	2	6	-13	11	-5	17*	-8	2	-0.1
Cc1ccc(-c2csc(NC(=O)c3cnccn3)n2)cc1C	8	-1	-26	2	1	0.2	-4	-6	1.4
O=C(NCC(=O)N1CCCCC1)c1ccc(Cl)cc1Cl	0	-3	-5	-2	-9	0.1	20	6	-0.3
Cn1cc(C(=O)NCC2COc3ccccc3O2)c(=O)c2cc(S(=O)(=O)N3CCCCC3)ccc21 (stereo unspecified)	0	-4	5	-3	-10	0.0	-16	-16	0.7
CCOC(=O)N1CCC(Nc2nc3ccccc3nc2NS(=O)(=O)c2ccc(Cl)cc2)CC1	0	-5	-8	10	-3	0.6	-8	-21	0.3
CCN(CC)S(=O)(=O)c1ccc2c(c1)oc(=O)n2CC(=O)NC1CCCCC1	4	-4	-12	0	-13	1.8	1	-3	2.6
COc1ccc2nc3n(c(=O)c2c1)-c1ncccc1C(=O)NC3Cc1ccccc1 (stereo unspecified)	0	-4	2	-11	/	0.2	/	15	/
O=C(COC(=O)/C=C/c1ccc2ccccc2n1)NNC(=O)c1ccc([N+](=O)[O-])cc1	0	-3	-23	24	/	1.4	/	-13	/
CCCCOc1ccc(C(=O)Nc2ccc3c(c2)C(=O)NC3=O)cc1	-1	0	7	8	-3	0.6	0	-5	0.0
Cc1ccc(NC(=O)C(C)OC(=O)/C=C/c2ccccc2)cc1 (stereo unspecified)	0	-4	-39	-13	-1	-0.6	-12	4	-1.1
O=C(c1cc(COc2cccc(C(F)(F)F)c2)on1)N1CCCC1	2	-3	-8	-10	/	0.4	/	8	/
O=C(NC1=NCCS1)c1cccc(OC(F)F)c1	7	-4	5	8	0	0.6	4	-10	0.7
CC(=O)c1nnn(-c2cccc(C#N)c2)c1C	2	-3	-8	-3	-7	0.3	-2	-8	0.4
CCCCn1c(N)c(N(CCOC)C(=O)CSCc2cccc(C)c2)c(=O)[nH]c1=O	5	-1	-28	9	3	0.4	3	-8	-0.2
O=[n+]1c2c(n([O-])c3c1CCC3)CCCC2	11	-1	-8	-3	-1	0.0	-1	13	0.5
CNC(=S)N(CCCN(C)C)Cc1cc2cc3c(cc2[nH]c1=O)OCCO3	4	-4	-10	17	0	0.9	6	-11	-0.1
CSc1nc(-c2ccccc2)nc(NC(=O)C(C)C)c1C(C)=O	9	-2	0	4	-5	0.3	-15	1	-0.6
OCC[C@@H]1C[C@@H](O)[C@H](O)[C@@]2(Cc3ccccc3CO2)O1	13	2	5	2	-8	-0.1	-5	-6	0.2
Cc1cc(C)cc(OCc2ccc(C(=O)NN)o2)c1	2	-5	3	13	-11	-0.1	-38	-9	1.2
COc1ccsc1C(=O)N1CCN(Cc2ccc3c(c2)OCO3)CC1	5	-5	13	17	-2	0.7	-9	-5	-0.9
CC(=O)c1sc(NC(=O)c2ccc(COc3ccccc3Cl)o2)nc1C	1	-1	0	-8	-2	5.7	-5	11	-0.2
CCCCNC(=O)CCn1nc(-c2ccc(Cl)cc2)ccc1=O	6	-4	-14	3	-14	-0.6	-14	-4	4.3
COc1ccc([C@@H]2[C@@H](C(=O)C(C)(C)C)N3N=Cc4ccccc4[C@@H]3C23C(=O)OC(C)(C)OC3=O)cc1OC	7	-11	29	24	-3	12	-8	5	0.1
Cc1ccc(NC(=O)CN2C(=O)COc3ccc(S(=O)(=O)N4CCOCC4)cc32)cc1F	2	-5	5	20	1	0.2	-29	-11	0.9
O=C(c1csc2ccccc12)n1cccn1	2	-3	-12	3	-5	0.4	3	-9	0.0
O=C(N/N=C/c1ccc([N+](=O)[O-])o1)c1cn2ccc3ccccc3c2n1	1	-5	-2	-14	1	2.6	5	12	-0.3
O=C(O)c1cccc(NCc2cccnc2)c1	-3	-2	13	16	-1	1.1	-7	-6	0.8
COc1ccc(CC(=O)NNS(=O)(=O)c2ccc([N+](=O)[O-])cc2)cc1OC	3	-4	-9	-4	-4	-0.5	-2	7	0.3
O=C(/C(=C/O)N=Nc1cccc(C(F)(F)F)c1)c1ccccc1	7	0	6	-11	-4	-0.5	-2	6	-0.3
CC(C)C[C@@H](CN1CCC[C@H]1CN1C(=O)C(=O)NC[C@@H]1Cc1ccccc1)N1C[C@H](Cc2ccccc2)N(CC2CCCCCC2)C(=O)C1=O	-1	/	-18	-4	/	0.2	/	-9	/
O=C(O)C1CC(=O)N(c2ccc(F)c(F)c2)C1 (stereo unspecified)	3	5	-6	2	-7	-0.3	1	11	0.2
COc1cc(OC)cc(-c2cc3cc(F)ccc3cn2)c1	14	-8	9	-2	-4	-0.7	-28	5	-0.3
O=S1(=O)NC(=NCc2ccccc2)c2ccccc21	5	-3	-12	2	-5	1.0	-10	-11	1.2
O=C(COC(=O)c1ccccc1O)NCC1COc2ccccc2O1 (stereo unspecified)	3	-2	-19	-2	2	0.3	-24	-2	0.9
O=C(Nc1ccc2c(c1)OCCO2)C1CCN(S(=O)(=O)c2ccc3c(c2)OCCO3)CC1	4	-5	17	16	1	1.6	3	-14	0.1
CCO/C(C)=N/n1c2nc3ccccc3nc2c2c(=O)n(CC(C)C)c(C)nc21	5	-2	17	0	-4	0.0	-9	4	-0.7
Cc1ccccc1S(=O)(=O)NC(=O)C1(C)CCN1C(=O)C1(c2ccccc2)CC1 (stereo unspecified)	2	-4	-21	6	/	1.4	/	-12	/
COC(=O)[C@H](Cc1ccccc1)NC(=O)c1cc(COc2c(F)cccc2F)on1	0	-2	17	14	-10	3.0	-6	-10	0.4
CCCOc1ccc(-c2nnc(-c3ccncc3)o2)cc1	8	-1	20	17	-6	1.0	1	3	1.4
O=C(CSc1n[nH]c(-c2ccccc2)n1)Nc1ccc(Br)cn1	0	-4	1	10	-6	0.3	1	3	-1.5
COc1ccc(N2CCN(C(=S)Nc3ccc(C)cc3C)CC2)cc1	1	0	-14	-3	0	-0.3	-3	17	0.1
O=C(NCc1ccc(Cl)cc1Cl)Nc1ccccc1	3	0	-23	4	-8	9.8	-12	-2	3.9
O=c1c(C=NCCCn2ccnc2)c(-c2ccccc2)[nH]n1-c1nc2ccccc2s1	22	-5	15	12	-4	1.1	-19	-20	-0.3
CCCc1c(C(=O)N/N=C(\C)CCc2ccc(OC)cc2)nnn1-c1nonc1N	4	-4	3	-1	-3	0.3	-5	-2	0.6
COc1ccc(NS(=O)(=O)c2ccc(N3CC(O)=C(c4ccccc4)C3=N)cc2)cc1	1	-1	-18	4	-4	1.3	-3	-7	0.3
Cc1cc(C(=O)NNC(=O)c2cccc(C(F)(F)F)c2)no1	2	-1	-20	16	3	9.2	7	-1	1.6
O=C(Cc1ccc(Cl)cc1)NNC(=O)c1ccco1	3	-2	-9	-2	-6	1.3	-2	0	0.7
COc1ccc(N(CCCN2C(=O)c3cccc4cccc(c34)C2=O)C(=O)c2cccs2)cc1	0	-8	-7	10	-18	-0.4	-10	0	1.7

Four of the entries above in order of the M1 ag value, smallest number first:
canonical_smiles | M1 ag | TAAR1 antag | OXTR potentiate
COc1ccc(N(CCCN2C(=O)c3cccc4cccc(c34)C2=O)C(=O)c2cccs2)cc1 | -8 | -7 | -18
COc1cc(S(=O)(=O)N(CCc2ccccc2)Cc2cccs2)ccc1-n1cnnn1 | -6 | 25 | -13
O=C(Nc1ccc2c(c1)OCCO2)C1CCN(S(=O)(=O)c2ccc3c(c2)OCCO3)CC1 | -5 | 17 | 1
CCCOc1ccc(-c2nnc(-c3ccncc3)o2)cc1 | -1 | 20 | -6

Remaining list, next part:
SMILES	TAAR1 ag	M1 ag	TAAR1 antag	CHO-K1 Ca PAM	OXTR potentiate	CHO-K1 Ca ag	CHO parental Ca	CHO-K1 Ca antag	V1R ag counter
Cc1ccc(OCCn2c(=O)n(C)c3ccccc32)cc1	12	-14	3	14	-3	1.0	11	0	-0.4
CN(Cc1ccccc1)C(=O)c1[nH]cnc1C(=O)NC1CCN(C(=O)OC(C)(C)C)CC1	11	-5	21	11	-8	7.2	-19	-20	0.5
Cc1ccc(-c2nn3c(C)nnc3s2)cc1NC(=O)CSc1ccc(Cl)cc1	18	-5	3	22	-5	1.0	-13	-42	0.5
Cc1c(C)c(C)c(CN2CCSCC2)c(C)c1C	7	8	-22	17	2	1.2	-3	-10	-0.7
COc1cc(/C=C/C(=O)c2ccc(C)c([N+](=O)[O-])c2)cc(OC)c1O	45*	3	14	10	-9	0.6	-27	11	0.5

Bioassay records as filed in PubChem.
